Bioassay records from PubChem BioAssay.
CAL-PDZ inh HTS: CAL PDZ (human) peptide binding inhibition. Q9HD26. inhibition, % at 24.9 µM. 0.92% of 300,000 active. purified CAL PDZ, TMR-peptide fluorescence polarization, 1 h;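 active = mean inhibition of at least 30% with at least half of replicates also reaching 30%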;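 note: 0% = DMSO neutral control and 100% = excess unlabeled competitor peptide PRC23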
OPRM1-OPRD1 ag: agonists of human mu-delta opioid receptor heterodimerization | P35372+P41143 | cells, OPRM1-OPRD1 heterodimerization, luminescence | activation, % at 9.3 µM | 0.3% of 340,000 active | AID 504326; in the data active = activation above about 18%;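 note: 0% = vehicle-treated cells and 100% = reference agonist; values of inactives mirror those of a sister screen read the other way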
Cardiac RTF inh: cardiac RTF calcium desensitization | 0.12% of 340,000 active | AID 493244 | IANBD-labeled cardiac RTF, Ca2+ fluorescence | P19429+P45379 | inhibition, % at 7.15 µM;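 active = inhibition above the mean inhibition of all tested compounds plus 3 SD, cut at about 17% in these data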;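 note: assay run at fixed EC70 calcium of 1.6 mM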
V-ATPase pHluor: alters yeast V-ATPase proton transport. S. cerevisiae, pHLuorin cytosolic pH fluorescence. response, % at 10 µM. 0.37% of 350,000 active. AID 504577; in the data active = response mostly above about 7.3%, no sharp cut-off; inactive = mostly below about 5.4%; note: actives read high; inactives centre near 0; some compounds called inactive have numbers as strong as hits; reference of the scale not given here
HTR5A ag ctr: counter-screen for OPRM1-OPRD1 agonists: human HTR5A agonism; P47898; HTR5A agonist assay, luminescence, cell-based; activation, % at 9.3 µM; 0.61% of 340,000 active; AID 504692; in the data active = activation mostly above about 9.5%, no sharp cut-off; inactive = mostly below about 7.6%;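 note: 0% = cells with vehicle only and 100% = reference agonist; strong numbers were not always called active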
Target sequence (P47898 whole entry, looked up): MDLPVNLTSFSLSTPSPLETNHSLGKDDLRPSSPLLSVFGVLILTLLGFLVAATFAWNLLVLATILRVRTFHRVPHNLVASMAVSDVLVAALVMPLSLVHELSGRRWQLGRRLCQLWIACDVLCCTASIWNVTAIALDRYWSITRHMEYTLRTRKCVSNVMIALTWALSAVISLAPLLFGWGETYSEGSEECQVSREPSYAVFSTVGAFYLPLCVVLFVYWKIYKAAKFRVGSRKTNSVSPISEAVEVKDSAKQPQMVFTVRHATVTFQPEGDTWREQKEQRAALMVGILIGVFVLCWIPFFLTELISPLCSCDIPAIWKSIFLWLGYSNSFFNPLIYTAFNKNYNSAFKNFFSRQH
Keap1 Nrf2 FP: Keap1-Nrf2 (human) interaction inhibition | Keap1 Kelch-Nrf2 peptide fluorescence polarization, 1536-well | Q14145 | 0.15% of 340,000 active | AID 504523 | inhibition, % at 9.4 µM; in the data active = inhibition above about 12%;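 note: human Keap1 Kelch domain with fluorescein labeled Nrf2 9mer peptide probe; 0% = neutral control wells and 100% = peptide positive control; higher means more block of Keap1 binding to Nrf2 peptide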
Target sequence (Q14145 whole entry, looked up, the tested form may be a part): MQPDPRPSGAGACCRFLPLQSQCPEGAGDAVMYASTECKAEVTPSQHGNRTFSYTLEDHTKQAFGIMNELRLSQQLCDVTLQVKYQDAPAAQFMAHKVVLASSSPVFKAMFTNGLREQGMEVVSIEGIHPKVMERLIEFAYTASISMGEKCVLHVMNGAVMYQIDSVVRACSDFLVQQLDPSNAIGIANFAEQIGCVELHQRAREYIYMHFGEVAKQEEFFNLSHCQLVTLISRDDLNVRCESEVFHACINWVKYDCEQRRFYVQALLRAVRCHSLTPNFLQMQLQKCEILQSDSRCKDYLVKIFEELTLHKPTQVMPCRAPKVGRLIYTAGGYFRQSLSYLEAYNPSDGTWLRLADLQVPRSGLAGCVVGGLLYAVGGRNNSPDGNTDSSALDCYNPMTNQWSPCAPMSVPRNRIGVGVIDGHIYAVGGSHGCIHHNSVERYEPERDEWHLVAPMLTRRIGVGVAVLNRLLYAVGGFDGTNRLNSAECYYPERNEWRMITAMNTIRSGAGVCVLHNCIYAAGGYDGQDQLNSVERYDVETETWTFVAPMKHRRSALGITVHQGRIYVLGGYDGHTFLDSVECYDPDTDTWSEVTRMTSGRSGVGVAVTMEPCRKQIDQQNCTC
HTR5A inv ctr: inverse agonist of human HTR5A in OPRM1-OPRD1 counter-screen. P47898. HTR5A cell line, luminescence, inverse agonism. inhibition, % at 9.3 µM. 0.083% of 340,000 active. AID 504634; in the data active = inhibition mostly above about 23%, no sharp cut-off; inactive = mostly below about 18%;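 note: 0% = cells with DMSO and 100% = no-cell wells with DMSO; some compounds called inactive have numbers as strong as hits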
RTF Ca sens act: increases calcium sensitivity of human cardiac regulated thin filaments; P19429+P45379; IANBD-labeled TnC RTF fluorescence at EC20 calcium; 0% EC20 calcium, 100% full calcium; activation, % at 7.2 µM; 0.24% of 340,000 active; AID 493008;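 active = activation above the mean over all tested compounds plus 3 SD, cut at about 30% in these data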;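 note: rise in fluorescence read as greater calcium sensitivity of cardiac thin filaments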
OPRM1-OPRD1 inv: mu-delta opioid heterodimer inverse agonism | cell-based MOR-DOR heterodimer luminescence | inhibition, % at 9.3 µM | 0.21% of 340,000 active | AID 504357; in the data active = inhibition above about 22%, passing the limit was not always enough;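 note: 0% = cells with DMSO and 100% = wells without cells with DMSO; values of inactives mirror those of a sister screen read the other way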
C-LANA FP: KSHV C-LANA DNA binding inhibition | inhibition, % at 9 µM | 0.078% of 340,000 active | MBP-C-LANA/FAM-LBS DNA binding, fluorescence polarization;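 active = highest replicate inhibition at or above 60% at 9 µM, even if other replicates fall short; inactive = all replicates below 60% inhibition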;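 note: 0% = neutral control wells and 100% = 4 µM acridine orange control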
* hit, by the source's call; · = not tested or not shown.

SMILES	CAL-PDZ inh HTS	OPRM1-OPRD1 ag	Cardiac RTF inh	V-ATPase pHluor	HTR5A ag ctr	Keap1 Nrf2 FP	HTR5A inv ctr	RTF Ca sens act	OPRM1-OPRD1 inv	C-LANA FP
O=C(O)c1cncc(C#CCC2CCCCC2)c1	-4	-3.4	-5	-1	-4	-4	5	-1	18	-0.1
CCOc1ccc(C2CC(=O)NC3=C2C(=O)CCC3)cc1 (stereo not drawn)	0	-2.3	-8	2	8	2	-20	-5	10	5.1
Cc1csc(=O)n1CC(=O)Nc1ccc(Cl)cc1F	-3	3.4	-1	-2	4	-2	-9	2	-13	1.6
NC(=O)Nc1ccc(C(=O)OCC(=O)N2CCc3ccccc3C2)cc1	-1	-1.1	-6	-3	-7	-1	16	0	4	-0.4
FC(F)(F)c1cc(Oc2ccccc2Cl)nc(-c2ccccn2)n1	-4	3.9	-6	1	1	-3	7	2	-18	-0.9
O=C(CSc1ccc(-c2ccc(Cl)cc2)nn1)Nc1ccc2c(c1)OCCO2	-1	-0.1	0	1	4	1	8	-9	1	0.9
CCCCn1c(NC(=O)c2ccc(Br)o2)c(S(=O)(=O)c2ccccc2)c2nc3ccccc3nc21	·	-2.9	-3	-2	1	-7	1	-4	17	0.1
O=C(Nc1ccc2nsnc2c1)N1CCCCCC1	0	0.1	-11	1	-3	1	26	-1	-1	0.0
COCCN(C(=O)CNC(=O)c1ccco1)C(C(=O)NC1CCCC1)c1ccc(OC)c(OC)c1 (stereo not drawn)	·	-0.6	-5	-2	-2	0	4	-1	3	-0.9
COc1ccc(OC)c(Nc2nc(C)nc3c2oc2ccccc23)c1	·	1.6	-4	-2	1	0	-5	0	-7	2.2
COc1ccc2ccccc2c1CNC(C)CCc1ccccc1 (stereo not drawn)	5	3.0	7	1	-2	-1	-16	-1	-17	0.5
Cc1ccc(-n2ncc(C(=O)NCC3CCN(C4CCCC4)C3)c2C2CCN(C(=O)OC(C)(C)C)CC2)cc1C (stereo not drawn)	-2	-1.0	-15	3	-4	-4	-3	4	5	1.0
COc1ccc(CN2CC(COCc3ccccc3)Oc3ccccc3S2(=O)=O)cc1 (stereo not drawn)	-1	-2.6	-3	1	-1	-1	2	14	13	-2.3
Cc1ccc(NC(=O)NCCN2CCN(C(=O)Nc3ccc(C)cc3)CC2)cc1	0	-0.2	-1	3	10	-5	3	-5	1	-0.2
Cc1nc2cc3ccccc3cc2s1	-9	0.7	-5	1	1	-4	-6	0	-4	-2.4
COc1cccc(NC2CC(=O)N(CCc3ccccc3)C2=O)c1 (stereo not drawn)	1	-3.2	8	1	3	-6	11	-7	14	0.0
NC(=O)c1ccc(Cl)c2ccccc12	3	-3.4	-13	2	-4	-2	16	-2	18	0.3
Cc1cc(C)c(S(=O)(=O)NCCCn2ccnc2)cc1C	-1	-0.3	0	1	-1	-1	4	9	1	0.3
Cn1c(C(=O)N2CCN(c3cccc(C(F)(F)F)c3)CC2)cc2sccc21	·	3.4	-16	3	-2	1	3	-3	-20	-0.4
O=C(/C=C/c1ccccc1)N/C(=C/c1ccccc1)C(=O)N1CCOCC1	-1	0.4	12	5	-2	-3	21	4	-2	-2.3
CCc1ccccc1NC(=O)C1CCCN(S(=O)(=O)c2c(C)noc2C)C1 (stereo not drawn)	-4	-0.6	3	2	0	-8	-1	-11	4	4.5
Cc1csc2nc(=O)c3ccccc3n12	-1	-1.9	-1	-1	4	-3	-2	-9	11	0.3
Cc1cc(C)c(CN2CCC(n3nccc3NC(=O)c3ccccc3Cl)CC2)cc1C	-1	0.3	1	-1	-5	-2	12	2	-2	-1.5
COc1cc(/C=C(\C#N)C(=O)Nc2ccccc2F)ccc1OCCN1CCOCC1	2	-3.0	-3	3	-3	-5	8	3	15	1.3
O=C(NCCc1cn2ccccc2n1)c1cc(COc2ccc3ncccc3c2)on1	-5	1.8	-12	-1	4	-3	-3	0	-10	-0.7
The listing continues.
SMILES	CAL-PDZ inh HTS	OPRM1-OPRD1 ag	Cardiac RTF inh	V-ATPase pHluor	HTR5A ag ctr	Keap1 Nrf2 FP	HTR5A inv ctr	RTF Ca sens act	OPRM1-OPRD1 inv	C-LANA FP
OC1(c2ccccc2Cl)NN=C2CCCCCN21 (stereo not drawn)	-5	2.1	-14	-1	1	-1	-3	-1	-16	-0.1
O=C(NC1CCS(=O)(=O)C1)c1cccc(S(=O)(=O)N2CCCCCC2)c1 (stereo not drawn)	-4	0.6	0	-2	-3	-2	-10	2	-3	0.2
Cc1nn(C)c(C)c1NC(=O)c1ccccc1NC(=O)Nc1ccccc1	·	-2.6	-3	0	4	1	-4	6	13	0.3
CN(C(=O)c1cc([N+](=O)[O-])ccc1NCc1cccnc1)c1ccccc1	-3	-0.9	-4	2	-1	2	5	4	4	1.2
O=S(=O)(Nc1ccc2c(c1)OCO2)c1cccc(Br)c1	0	3.5	-9	-6	0	-3	3	-2	-14	-1.0
CCOc1ccc(S(=O)(=O)Nc2cc(NS(=O)(=O)c3ccc(OCC)cc3)cc(C(=O)O)c2)cc1	-4	0.3	-1	-1	6	22*	-13	-3	-1	3.9
COc1cccc(/C=C2\SC(=S)N(CCC(=O)NCCc3ccc(O)cc3)C2=O)c1	80*	0.1	-4	3	-1	-4	-11	-1	0	1.2
Cc1ccnc(NS(=O)(=O)c2ccc(NS(C)(=O)=O)cc2)n1	-1	-0.8	3	-3	3	-4	-8	0	4	3.6
O=C(C1CCC(C(=O)N2CCc3ccccc32)CC1)N1CCc2ccccc21 (stereo not drawn)	-14	-2.3	1	-4	-3	-7	13	0	11	-0.1
O=C(c1ccccc1Cl)N1CCc2ccccc2C1	-2	-1.8	0	0	1	-1	-9	-1	10	0.0
CCn1cc(C(=O)OCC(=O)Nc2ccc(S(=O)(=O)N3CCCC3)cc2)c(=O)c2ccc(C)nc21	2	-2.4	2	7	-4	-5	13	-7	15	0.6
C=CCOc1ccc(/C=N/NC(=O)C(C)Sc2ccccn2)cc1OCC (stereo not drawn)	-1	-1.9	4	1	1	1	-3	-3	12	-0.7
O=C(N/N=C/c1cccnc1)c1cccc(N2CCCC2=O)c1	-1	-1.3	-2	1	-4	-1	-10	3	6	1.2
CN(c1ccccc1)S(=O)(=O)c1cc(Cl)ccc1Cl	1	-0.7	-3	2	-4	-5	10	1	5	-0.5
CCN(CC)S(=O)(=O)c1ccc(OC)c(NC(=O)c2cc([N+](=O)[O-])ccc2Cl)c1	-2	4.5	-10	·	5	1	7	2	-26	0.5
Cc1ccc(NC(=O)c2ccc(-n3cncn3)c([N+](=O)[O-])c2)cc1	0	0.3	-8	5	-1	-4	3	1	-2	-0.5
CCOc1cc2[nH]c(=S)n(Cc3ccc(C)o3)c(=O)c2cc1OCC	·	-1.1	-5	0	1	-2	-12	-2	6	0.7
CC(C)c1ccc(OCc2ccc(C(=O)N3CCCC3)o2)cc1	-2	-0.2	3	3	8	0	-22	-5	1	1.1
CSc1ncccc1C(=O)OCC(=O)NC1CC1	-5	-1.6	-1	1	-2	1	6	-5	11	1.4
CCc1ccc(OCC(=O)NC(=S)Nc2ccc(C)cc2C)c(Br)c1	-1	4.7	-8	-1	-2	-5	-3	1	-26	0.2
COCCn1c(=O)[nH]c2cc(C(=O)N3CCN(Cc4ccc5c(c4)OCO5)CC3)ccc2c1=O	-6	-1.1	6	-3	7	2	-20	0	6	-2.0
CCOc1cc(C2NC(=O)NC(C)=C2C(=O)OCC2CCCCC2)ccc1O (stereo not drawn)	8	1.6	0	-6	13	-5	-14	8	-9	-0.4
O=C(NCc1ccccc1)C1CCC(CNS(=O)(=O)c2cccs2)CC1 (stereo not drawn)	7	-0.5	10	-1	-6	0	-8	-6	3	-1.5
CCC(C)(C)NC(=O)C(c1ccc(OC)cc1)N(C(=O)CCC(=O)Nc1cc(C)on1)c1ccc2c(c1)OCO2 (stereo not drawn)	-2	0.5	-15	-1	2	-1	-6	1	-4	1.2
O=C(Nc1ccon1)c1sc2ccccc2c1Cl	-1	-1.0	-11	-2	1	-2	-30	3	5	0.9

The closing five entries of the part before come first, to join the parts:
SMILES	CAL-PDZ inh HTS	OPRM1-OPRD1 ag	Cardiac RTF inh	V-ATPase pHluor	HTR5A ag ctr	Keap1 Nrf2 FP	HTR5A inv ctr	RTF Ca sens act	OPRM1-OPRD1 inv	C-LANA FP
COCCn1c(=O)[nH]c2cc(C(=O)N3CCN(Cc4ccc5c(c4)OCO5)CC3)ccc2c1=O	-6	-1.1	6	-3	7	2	-20	0	6	-2.0
CCOc1cc(C2NC(=O)NC(C)=C2C(=O)OCC2CCCCC2)ccc1O (stereo not drawn)	8	1.6	0	-6	13	-5	-14	8	-9	-0.4
O=C(NCc1ccccc1)C1CCC(CNS(=O)(=O)c2cccs2)CC1 (stereo not drawn)	7	-0.5	10	-1	-6	0	-8	-6	3	-1.5
CCC(C)(C)NC(=O)C(c1ccc(OC)cc1)N(C(=O)CCC(=O)Nc1cc(C)on1)c1ccc2c(c1)OCO2 (stereo not drawn)	-2	0.5	-15	-1	2	-1	-6	1	-4	1.2
O=C(Nc1ccon1)c1sc2ccccc2c1Cl	-1	-1.0	-11	-2	1	-2	-30	3	5	0.9
C=CCNC(=O)c1cc(C(=O)C(C)c2ncc(C(F)(F)F)cc2Cl)c[nH]1 (stereo not drawn)	-8	0.9	2	2	2	1	-4	6	-5	-1.6
COc1cc(C(=O)N/C(=C/c2ccc(F)cc2)C(=O)NC(C(=O)O)c2ccccc2)cc(OC)c1OC (stereo not drawn)	-8	-1.8	-4	0	3	-1	-11	-2	9	-1.1
CCOc1ccc(C(=O)COC(=O)Cc2n[nH]c(=O)c3ccccc23)cc1	·	-0.3	-9	0	-1	0	2	1	2	0.6
Cc1nc(N2CCOCC2)c2cc(-c3ccccc3)sc2n1	-6	-2.6	2	2	-6	0	0	-4	15	1.3
Cc1nc2ccccc2c(=O)n1NC(=O)C1CCC(C(C)(C)C)CC1 (stereo not drawn)	-3	-3.4	-7	0	-1	-3	2	0	17	0.4
CSc1c(CC(=O)Nc2ccccc2)n(C)c2ccccc12	0	-2.0	5	-3	1	0	-2	-7	10	1.0
CC(C(=O)N1CCOCC1)N1C(=O)c2ccccc2C1=O (stereo not drawn)	-2	-2.0	4	4	6	-1	11	0	9	0.4

Looked up by compound from the entries so far (4):
SMILES	CAL-PDZ inh HTS	OPRM1-OPRD1 ag	Cardiac RTF inh	V-ATPase pHluor	HTR5A ag ctr	Keap1 Nrf2 FP	HTR5A inv ctr	RTF Ca sens act	OPRM1-OPRD1 inv	C-LANA FP
CC(C(=O)N1CCOCC1)N1C(=O)c2ccccc2C1=O (stereo not drawn)	-2	-2.0	4	4	6	-1	11	0	9	0.4
Cc1nc2ccccc2c(=O)n1NC(=O)C1CCC(C(C)(C)C)CC1 (stereo not drawn)	-3	-3.4	-7	0	-1	-3	2	0	17	0.4
COc1cc(C(=O)N/C(=C/c2ccc(F)cc2)C(=O)NC(C(=O)O)c2ccccc2)cc(OC)c1OC (stereo not drawn)	-8	-1.8	-4	0	3	-1	-11	-2	9	-1.1
Cc1nc(N2CCOCC2)c2cc(-c3ccccc3)sc2n1	-6	-2.6	2	2	-6	0	0	-4	15	1.3
